CHRM4 PAM: human M4 muscarinic receptor positive allosteric modulators, primary screen, CHO-K1 cells, Fluo-8 calcium fluorescence; hit rate 0.4% among 360,000; AID 624126, 2012; CHO-K1 hM4/Gqi5, ACh EC20; 0% = ACh EC20, 100% = maximal ACh; activation, % at 3 µM; Muscarinic acetylcholine receptor M4 (Homo sapiens), P08173;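 active means activation above its plate's cutoff, the mean activation of sample wells plus 3 SD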; further: some results filed as inactive read as strong as hits
CHO-K1 Ca PAM: nonselective calcium activators in parental CHO-K1 cells, primary screen, counter-screen for M1 PAM project, cell-based, Fluo-8 calcium fluorescence, full deck, 1536-well | ATP EC20; 0% at ATP EC20, 100% at ATP max | activation, % at 3 µM | hit rate 0.02% among 360,000;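 active means activation above the run cutoff, the mean activation of all test compounds plus 3 SD, cut at about 40% in these data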;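 further: peak over basal fluorescence ratio in a 140 s read after ATP addition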
CHRM5 PAM: human M5 muscarinic receptor positive allosteric modulators, primary screen, CHO-K1 cells, Fluo-8 calcium fluorescence | Muscarinic acetylcholine receptor M5 (Homo sapiens), P08912 | CHO-K1 hM5, ACh EC20 PAM; 0% = ACh EC20, 100% = ACh EC100 | activation, % at 3 µM | hit rate 0.3% among 360,000 | AID 624038, 2012;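 active means activation above the run cutoff, the mean activation of all test compounds plus 3 SD, cut at about 18% in these data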
Target sequence (P08912 whole entry, looked up): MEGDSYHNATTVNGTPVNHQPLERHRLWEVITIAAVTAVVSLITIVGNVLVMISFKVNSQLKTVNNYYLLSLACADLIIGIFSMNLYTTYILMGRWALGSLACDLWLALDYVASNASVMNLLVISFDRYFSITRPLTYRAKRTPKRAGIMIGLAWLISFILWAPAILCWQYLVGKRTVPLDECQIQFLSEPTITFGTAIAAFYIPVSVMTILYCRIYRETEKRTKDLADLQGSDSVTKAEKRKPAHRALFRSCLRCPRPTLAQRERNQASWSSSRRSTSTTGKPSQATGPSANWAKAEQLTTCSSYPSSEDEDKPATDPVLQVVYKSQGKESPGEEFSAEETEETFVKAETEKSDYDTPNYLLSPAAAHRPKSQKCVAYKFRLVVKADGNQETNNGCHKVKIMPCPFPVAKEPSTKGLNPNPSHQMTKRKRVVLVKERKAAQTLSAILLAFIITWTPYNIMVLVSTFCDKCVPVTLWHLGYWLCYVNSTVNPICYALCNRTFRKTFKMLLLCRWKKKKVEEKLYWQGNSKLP
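System – CHO-K1 hM5 cells · Compound – 3 µM, single dose · Incubation – compound preincubation 140 s before EC20 acetylcholine addition · Technique – Fluo-8 calcium fluorescence · Measure – Max/basal fluorescence ratio as % of EC20–EC100 ACh window · Benchmarks – low control EC20 acetylcholine (0%), high control EC100 acetylcholine (100%) · Replication – singlicate, one well per test compound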
CRFR2-BP antag: antagonists of CRF-BP/CRF-R2 complex, primary screen, cell-based, HEK293, calcium dye fluorescence, uHTS. CRF-induced calcium fluorescence. inhibition, % at 11.8 µM. hit rate 0.59% among 350,000. AID 588475, 2011;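 active means inhibition of the ligand-induced calcium signal above about 50% at the single tested concentration, limit read from the data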
TAAR1 antag: human TAAR1 antagonists, primary screen, Fluo-8 calcium fluorescence, CHO RD-HGA16 cells; Trace amine-associated receptor 1 (Homo sapiens), Q96RJ0; antagonist; inhibition, % at 3 µM; hit rate 1.5% among 360,000; AID 624466, 2012;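 active means inhibition above a per-plate cutoff, the mean inhibition of test compounds on that plate plus 3 SD, cut at about 49% in these data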;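 further: 0% = DMSO plus EC80 beta-PEA response and 100% = DMSO alone without agonist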
Target sequence (Q96RJ0 whole entry, looked up): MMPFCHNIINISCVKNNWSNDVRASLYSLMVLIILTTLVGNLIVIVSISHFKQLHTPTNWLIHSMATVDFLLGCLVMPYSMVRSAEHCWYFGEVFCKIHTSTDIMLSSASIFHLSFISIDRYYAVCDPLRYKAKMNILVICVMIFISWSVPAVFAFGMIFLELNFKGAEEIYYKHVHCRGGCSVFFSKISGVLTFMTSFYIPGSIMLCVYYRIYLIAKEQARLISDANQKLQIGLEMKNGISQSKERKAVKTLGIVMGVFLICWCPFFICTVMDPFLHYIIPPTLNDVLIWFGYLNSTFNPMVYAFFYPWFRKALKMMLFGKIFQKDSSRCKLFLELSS
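Assay system: RD-HGA16 CHO cells with stable hTAAR1 and Gα16 / Reagent: EC80 β-phenethylamine stimulus / Doses: 3 µM, single point / Timing: dye loading 75 min at 37 °C, then 30 min room temperature / Measured by: Fluo-8 intracellular calcium dye fluorescence, real-time kinetic reads / Controls: vehicle wells and EC80 agonist wells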
TAAR1 ag: human TAAR1 agonists, primary screen, Fluo-8 calcium fluorescence, CHO RD-HGA16 cells; activation, % at 3 µM; vehicle wells 0%, saturating PEA agonist 100%; AID 624467, 2012; hit rate 0.99% among 360,000;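 active means activation above the mean activation of all test compounds in the run plus 3 SD, cut at about 38% in these data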
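test system = CHO RD-HGA16 cells carrying human TAAR1 plus Gα16 | schedule = 17-24 h seeding, 75 min 37 °C dye, 30 min RT | compound dosing = 3 µM single concentration | control set = DMSO and PEA EC100 | replicates = n 1 | signal = Fluo-8 fluorescence, 5 s baseline then 140 s kinetic read | measure = percent activation vs PEA EC100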
CHRM5 agonist: human M5 muscarinic receptor agonists, primary screen, CHO-K1 cells, Fluo-8 calcium fluorescence. Muscarinic acetylcholine receptor M5 (Homo sapiens), P08912. CHO-K1 hM5 cells; 0% DMSO wells, 100% maximal acetylcholine response. activation, % at 3 µM. hit rate 0.19% among 360,000. AID 624037, 2012;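 active means activation above the run's mean over test compounds plus 3 SD, cut at about 23% in these data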;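 further: signal is peak over basal fluorescence ratio across the kinetic read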
CHRM5 antagonist: human M5 muscarinic receptor antagonists, primary screen, CHO cells, Fluo-8 calcium fluorescence; inhibition, % at 3 µM; AID 624040, 2012; CHO-hM5 cells, ACh EC80; Muscarinic acetylcholine receptor M5 (Homo sapiens), P08912; hit rate 0.59% among 360,000;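 active means inhibition above a per-plate cutoff, the mean of that plate's test compounds plus 3 SD, cut at about 27% in these data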;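 further: 0% = acetylcholine EC80 with DMSO and 100% = DMSO without agonist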
CRFBP-R2 agonist: agonists of CRF-BP/CRF-R2 complex, primary screen, cell-based, HEK293, calcium dye fluorescence, uHTS; CRF-binding protein / CRF receptor 2 complex (human); calcium dye fluorescence (FLIPR); percent of saturating CRF peptide response; activation, % at 13.2 µM; hit rate 0.46% among 350,000; AID 588473, 2011;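 active means activation of at least 50%, plus an integration ratio under a set limit after plate pattern correction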;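 further: plate controls were neutral control wells without compound for no effect and CRF at EC100 for full effect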
Active calls of the source: *; x = no result given.

SMILES	CHRM4 PAM	CHO-K1 Ca PAM	CHRM5 PAM	CRFR2-BP antag	TAAR1 antag	TAAR1 ag	CHRM5 agonist	CHRM5 antagonist	CRFBP-R2 agonist
O=C(CN1C(=O)/C(=C/c2ccccc2)SC1=S)NC1C=CS(=O)(=O)C1 (stereo not drawn)	-3	6	0	-11	-10	2	-1	3	1.4
COc1cc(-c2noc(C)n2)cc(OC)c1OC	-5	-16	-2	-11	-14	1	-3	12	-0.3
CCOC(=O)[C@@H]1[C@H]2COc3ccc(Br)cc3[C@@H]2N2C(=O)N(c3cccc(Cl)c3)C(=O)[C@@]12C	5	22	-5	-5	3	0	0	14	1.3
CC(Sc1nc(N)cc(=O)[nH]1)C(=O)Nc1nc2c(s1)CCCC2 (stereo not drawn)	-1	11	-1	-13	-13	2	-3	16	-1.5
COc1ccc(CNC(=O)CSc2ncn[nH]2)cc1OC	-5	-1	10	-6	-10	1	-3	-11	2.8
CCCN1C2=NCCCN2c2ccccc21	0	11	4	9	5	-3	1	2	0.5
S=c1[nH]ccn1Cc1ccccc1	-3	19	2	7	-25	2	2	9	0.4
N#CC1(NC(=O)CN2C(=O)c3ccccc3C2=O)CCCCC1	12	24	-5	4	-17	0	3	9	0.1
O=C(Nc1ccc(Cl)cc1)c1ccc(CN2CCc3ccccc3C2)cc1	-8	6	-2	0	-4	18	-8	4	1.9
CCN1CCN(S(=O)(=O)c2ccc(Cl)c(C(=O)N(CCc3ccccc3)Cc3ccccc3)c2)CC1	-7	1	0	-5	-10	1	-8	3	19
Cc1ccc(S(=O)(=O)N(C)C)cc1NC(=O)C1CCC1	1	9	1	11	-8	1	-1	4	-0.8
CO[C@H]1CC[C@@]2(C)[C@@H](CC[C@@H]3[C@@H]2CC[C@@]2(C)[C@H]3C[C@H](C(=O)O)O[C@]23CCCO3)C1	-2	13	2	13	-8	0	0	3	-7.3
C=CCN(CC=C)C(=O)COn1nnc2ccc(S(=O)(=O)N3CCOCC3)cc21	-2	-9	-1	1	-1	1	-1	5	3.0
COCCN1C=C2C(=O)C(C)(OC(=O)C3CCCC3)C(=O)C=C2C=C1c1ccsc1 (stereo not drawn)	-1	20	6	5	1	14	1	8	-0.8
Cc1ccccc1C(=O)Nc1ccc2c(c1)CCCN2C(=O)c1cccs1	-7	3	-6	25	30	3	3	10	-0.8
COCC(=O)N1CCC(Oc2ccc(C(=O)NCc3cnc(C)cn3)cc2)CC1	-2	-7	2	-16	-12	2	2	3	5.4
CC(=O)c1cccc(NC(=O)C(C)OC(=O)c2ccc(Br)o2)c1 (stereo not drawn)	5	-3	5	15	-17	0	1	5	-1.9
O=C(COc1ccccc1)Nc1c(C(=O)N2CCC(N3CCCCC3)CC2)oc2ccccc12	-4	26	-1	-9	2	3	-5	3	-1.5
COC(=O)C1CCN(C(=O)N2CCOCC2)CC1	5	-13	-5	3	-13	-1	1	-9	-1.8
CS(=O)(=O)c1ccc2nc(NC(=O)Nc3ccccc3F)sc2c1	4	5	-3	27	20	13	-3	7	4.3
O=C(Cn1ccc([N+](=O)[O-])n1)N1CCCCCC1	-12	7	-3	0	-26	3	-3	7	0.7
O=C(CSc1nnnn1-c1cccnc1)NCc1cccs1	-5	3	5	2	11	5	0	-2	-0.1
CNC(=O)c1sc(=S)n(-c2ccc(OC)cc2)c1N	1	8	-4	4	-14	2	-1	2	-1.9
Cc1ccc(CNC(C)(C)CO)cc1	-4	-7	-7	8	-1	2	-1	10	-1.0
Cc1ccc(C)c(COC(=O)c2cc([N+](=O)[O-])ccc2N2CCOCC2)c1	-2	14	-3	-17	15	3	1	4	0.1
CCS(=O)(=O)C1=NSC2=NC(=O)/C(=C\c3ccc(OS(=O)(=O)c4ccccc4)cc3)C(=N)N21	2	12	0	0	x	x	-7	8	1.3
O=C1CCC2(C(=O)O)Sc3ccccc3N12 (stereo not drawn)	4	19	-2	18	-6	7	2	4	0.1
C[N+](C)(CC#N)C/C=C\c1ccccc1	-1	-1	-6	4	-3	4	-3	-5	-0.3
C(=C\c1ccccc1)/CN1CCN(C(c2cccs2)c2nnnn2C2CCCC2)CC1 (stereo not drawn)	-11	-3	-22	x	-30	1	-8	31*	x
Cc1nc(SCC(=O)NC(=O)NCCC(C)C)c2c(-c3cccs3)csc2n1	5	23	2	-38	-20	-3	-1	0	-1.2
CCc1nc(NCCN)c(C#N)c2c1CSC(C)(C)C2	8	16	-6	20	23	21	1	-2	2.7
COCCOc1cc(NC(=O)CS(=O)CC(=O)N(C)C)c(Cl)cc1Cl (stereo not drawn)	6	11	-2	28	1	6	-6	4	15
CCCc1cc(=O)oc2cc(C)cc(OCC(=O)NCc3cccnc3)c12	-4	4	-5	14	-33	1	-3	9	1.4
CC(C)=CCN1CCNC(=O)C1CC(=O)NCc1nc(C)c(C)s1 (stereo not drawn)	2	26	-1	13	15	0	-6	-1	1.5
C[C@@H]1COC(=O)[C@@H](CC(=O)OC(C)(C)C)C/C=C\C[C@@H](CC(=O)N[C@@H](CO)Cc2ccccc2)C(=O)N1	2	22	1	-4	5	2	-1	6	0.2
O=C(c1ccccc1Br)N1CCC(c2nc3ccccc3s2)CC1	-10	12	-3	-8	3	7	2	5	-0.5
CCCCn1nnnc1SCC(=O)Nc1ccc(F)cc1	-4	-1	3	36	2	9	-5	-8	-1.4
Cc1ccc(S(=O)(=O)N2CCCCC2)cc1NC(=O)CSc1nncn1-c1ccccc1	10	-1	23*	-1	5	1	2	12	2.4
Cc1nn(Cc2ccc(F)cc2)c(C)c1NC(=O)C1c2ccccc2Oc2ccccc21	-5	-3	-4	4	-15	7	2	-3	2.9
CCN(CC)S(=O)(=O)c1cccc(C(=O)OCC(=O)c2ccc3c(c2)NC(=O)CO3)c1	-15	-4	-22	-10	71*	19	10	15	-0.9
COc1cccc(C2CC(c3cccs3)=NN2C(=O)CSc2nc3ccccc3s2)c1OC (stereo not drawn)	6	13	-5	2	29	0	1	0	2.1
CCc1ccc(Nc2nnc(SCC(=O)c3c(N)n(C4CC4)c(=O)[nH]c3=O)s2)cc1	5	3	-2	-5	2	8	1	0	-0.9
CCOC(=O)c1cnc2ccc(C(=O)OC)cc2c1Nc1ccc(C(=O)O)cc1	8	5	9	-12	8	15	-1	-4	-2.0
COCCNCc1ccccc1[N+](=O)[O-]	5	17	0	-4	4	4	0	3	-1.1
O=C(Nc1nncs1)C(Sc1ccccc1)c1ccccc1 (stereo not drawn)	5	21	-1	0	-9	-2	-2	3	0.0
N#C/C(=C\Nc1ccccc1SC(F)(F)F)c1nc(-c2ccccc2)cs1	6	13	3	-16	-23	8	-2	-3	-0.2
O=C(CSc1nnc(-c2cccnc2)n1CCc1ccccc1)NCc1ccccc1	-3	21	2	14	-21	1	-1	1	-0.6
C=CCN1CCN(C(=O)CCCc2ccccc2)CC1	-7	2	-5	-5	-7	5	2	4	0.9
COc1ccc(-c2noc(CCC(=O)NCc3ccco3)n2)cc1	-23	13	-7	-3	-20	0	-1	8	0.8
COc1cc(/C=C/C(=O)O)cc(S(=O)(=O)Nc2cc(Cl)c(Cl)cc2Cl)c1OC	18	9	14	-4	-7	-1	-1	-11	-2.5
CC(C)c1csc(CN2CCN(Cc3ccc(F)c(F)c3)C(CCO)C2)n1 (stereo not drawn)	1	0	-2	10	-7	2	-1	9	-2.5
CCOC(=O)N1CCN(S(=O)(=O)c2c(C(=O)N3CCCCC3)c(C)n(C)c2C)CC1	-8	0	16	13	-9	0	-2	-15	0.2
CC(C)c1ccc(NC(=O)c2cc(S(=O)(=O)N3CCCCC3)c[nH]2)cc1	-5	2	-2	-1	-3	1	2	-2	3.1
CC(NC(=O)c1ccco1)c1cccc2ccccc12 (stereo not drawn)	-4	2	2	14	-7	5	2	-5	-0.6
CN(C)c1ccc(CNc2nc(-c3ccccc3)nn2S(C)(=O)=O)cc1	6	11	3	15	9	3	-5	-1	1.3
COc1ccccc1NC(=O)c1ccc(NC(=O)C2CC2)cc1	2	22	1	-44	-7	2	-1	2	2.5
O=C(Nc1ccc(Cl)cc1)C1CCCN(c2ncnc3c2nc2n3CCCCC2)C1 (stereo not drawn)	-3	10	-4	-5	-14	3	-3	6	0.5
Cc1c(NC(=O)c2cccnc2Cl)c(=O)n(-c2ccccc2)n1C	1	4	-2	12	x	x	-3	7	2.8
Cn1nnnc1SCC(=O)Nc1ccccc1C(N)=O	-2	0	3	7	-6	10	1	5	4.1
Cc1cc(C)c(S(=O)(=O)O)c(C)n1	10	17	1	17	-4	11	-6	3	0.0

Compound profiles, from the list above. Values in the order: CHRM4 PAM | CHO-K1 Ca PAM | CHRM5 PAM | CRFR2-BP antag | TAAR1 antag | TAAR1 ag | CHRM5 agonist | CHRM5 antagonist | CRFBP-R2 agonist
Entry for CC(C)c1csc(CN2CCN(Cc3ccc(F)c(F)c3)C(CCO)C2)n1 (stereo not drawn) : 1 | 0 | -2 | 10 | -7 | 2 | -1 | 9 | -2.5
Entry for C=CCN1CCN(C(=O)CCCc2ccccc2)CC1 : -7 | 2 | -5 | -5 | -7 | 5 | 2 | 4 | 0.9

The main list resumes, starting two compounds before the break.
SMILES	CHRM4 PAM	CHO-K1 Ca PAM	CHRM5 PAM	CRFR2-BP antag	TAAR1 antag	TAAR1 ag	CHRM5 agonist	CHRM5 antagonist	CRFBP-R2 agonist
Cn1nnnc1SCC(=O)Nc1ccccc1C(N)=O	-2	0	3	7	-6	10	1	5	4.1
Cc1cc(C)c(S(=O)(=O)O)c(C)n1	10	17	1	17	-4	11	-6	3	0.0
CC(C)(C)c1ccc(OC(=O)N2CCOCC2)cc1	-1	-10	-7	-2	-3	0	-3	22	-0.5
CCN(Cc1ccccc1)S(=O)(=O)c1cn(C)cn1	3	21	-4	-10	-16	1	-2	4	8.3
C=CCn1c2ccccc2c2nnc(SCC(=O)Nc3cc(C)on3)nc21	2	12	6	6	-15	-1	-3	-4	-1.1
COc1ccnc(Oc2ccc(F)cc2)c1C(=O)N/C=N/OCc1cccc(F)c1	7	8	3	9	-19	14	0	5	-0.6
COc1ccccc1C(=O)C1CCCN(C(=O)c2ccccn2)C1 (stereo not drawn)	8	24	7	-37	-21	-1	2	-6	2.9

Compound activity from PubChem BioAssay.
